TbREL1 inh – TbREL1 inhibition, primary screen | P86926 | TbREL1 RNA ligation, FRET fluorescence | inhibition, % at 9.66 µM | actives 0.49% (n = 89,000);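 active = inhibition above the mean inhibition across all screened compounds plus 3 SD, cut at about 11% in these data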;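 also: 0% = plate median of test wells and 100% = NSC42067 control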
Target sequence (P86926 whole entry, looked up): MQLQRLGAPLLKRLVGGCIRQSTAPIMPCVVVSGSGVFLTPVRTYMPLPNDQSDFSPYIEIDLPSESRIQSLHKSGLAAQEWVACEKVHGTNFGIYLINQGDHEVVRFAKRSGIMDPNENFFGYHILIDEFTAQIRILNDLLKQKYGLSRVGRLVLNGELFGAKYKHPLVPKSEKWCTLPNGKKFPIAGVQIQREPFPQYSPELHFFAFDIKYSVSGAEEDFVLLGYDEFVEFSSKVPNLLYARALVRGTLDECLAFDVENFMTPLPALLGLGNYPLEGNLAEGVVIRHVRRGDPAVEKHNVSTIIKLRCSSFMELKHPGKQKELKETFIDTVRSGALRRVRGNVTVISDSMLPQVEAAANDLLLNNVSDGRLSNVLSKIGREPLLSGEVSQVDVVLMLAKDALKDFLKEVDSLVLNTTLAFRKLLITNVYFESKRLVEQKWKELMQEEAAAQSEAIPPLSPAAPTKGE
Numbers without * were called inactive. A portion of the library. The share of hits here may be higher or lower than overall.

TbREL1 inh | molecule
-1 | O=C(NCCCN1CCCC1=O)Nc1ccc(F)c(Cl)c1
6 | CCC1(C)Cc2ccccc2-c2nc(-c3ccccc3)oc(=O)c21 (stereo not drawn)
0 | COC(=O)C(Cc1ccc(O)cc1)NC(=O)c1ccccc1 (stereo not drawn)
0 | O=C(COC(=O)c1n[nH]c2ccccc12)Nc1ccc([N+](=O)[O-])cc1
-1 | COc1ccc(C(=O)NCC(=O)OCC(=O)NCc2ccco2)cc1
0 | CCOC(=O)C1(S(=O)(=O)c2ccccc2)CCN(Cc2ccccc2)CC1
-2 | CCOC(=O)c1cnc2c(F)ccc(F)c2c1Sc1ccccc1
-3 | Cc1ccc(C(=O)n2ccc3ccc(-c4ccc5ccn(Cc6ccc(C#N)cc6)c5c4)cc32)cc1
1 | CCCCCCCCN1[C@@H](CC(=O)O)c2cc(C(F)(F)F)ccc2S1(=O)=O
-2 | CCOCCCN(C(=O)CCC(=O)Nc1cc(C)on1)C(C(=O)NC(C)(C)CC)c1cccc(OC)c1OC (stereo not drawn)
7 | O=C(O)c1ccccc1N=Cc1c(O)n(-c2nccs2)c(=O)c2ccccc12
0 | CN1CCN(S(=O)(=O)c2ccc(N3CCN(c4ccccc4Cl)CC3)nc2)CC1
-3 | Cc1ccc(C(=O)OCC(=O)c2c[nH]c3ccccc23)cc1S(=O)(=O)N1CCCCC1
0 | COc1cccc(CNC(=O)C2CCN(c3cnccn3)CC2)c1
0 | O=C(NCCCn1ccnc1)c1cccc(S(=O)(=O)Nc2ccc(Br)cc2)c1
-7 | CSCCC(NC(=O)c1ccccc1Cl)C(=O)NCCOc1ccc(C)cc1 (stereo not drawn)
-3 | C=CC[C@H](CC(=O)NCCO)C(=O)N[C@@H](COC(=O)[C@H](CC=C)CC(=O)OC(C)(C)C)Cc1c[nH]c2ccccc12
2 | O=C1C[C@H](C(=O)Nc2ccc(Cl)cc2)[C@@H](c2ccccc2)O1
7 | COCC(=O)N1C[C@H]2CON(C)[C@H]2C[C@H]1c1cccc(-c2ccccc2)c1
6 | O=C(CSc1nc2c(sc3ccccc32)c(=O)n1CCCN1CCOCC1)NC1CCCC1
0 | COc1cc(C#Cc2c(-c3ccccc3)n(C)c3ccccc23)cc(OC)c1
-1 | Cc1ccc(S(=O)(=O)N2CCN(C(=O)COC(=O)C3CC3C)CC2)c(C)c1 (stereo not drawn)
-1 | COC(=O)C1C/C(=N\NS(=O)(=O)c2ccc(C)cc2)c2sccc2C1 (stereo not drawn)
-1 | O=C(Nc1ccccc1C(F)(F)F)Nc1cccc2ccccc12
-1 | CCN(CC)S(=O)(=O)c1ccc(N2CCOCC2)c(NC(=O)c2cc(C)cc(C)c2)c1
2 | Cn1cnnc1SCC(=O)N(Cc1ccc2c(c1)OCO2)C1(C(=O)NC2CCCCC2)CCCC1
-5 | Cc1ccc(CNC(=O)C(=O)NCC2OCCCN2S(=O)(=O)c2cccs2)cc1 (stereo not drawn)
2 | Cc1ccc(C)c(NC(=O)c2cc(-c3cccnc3)nc3ccccc23)c1
-1 | COc1ccc(OC(=O)c2cccc(S(=O)(=O)N3CC(C)OC(C)C3)c2)cc1 (stereo not drawn)
1 | Oc1cccc(/C=N/Nc2ncnc3c2ncn3Cc2ccccc2)c1

As a short view, part of the list above:
TbREL1 inh | molecule
2 | Cc1ccc(C)c(NC(=O)c2cc(-c3cccnc3)nc3ccccc23)c1
-1 | COc1ccc(OC(=O)c2cccc(S(=O)(=O)N3CC(C)OC(C)C3)c2)cc1 (stereo not drawn)
1 | Oc1cccc(/C=N/Nc2ncnc3c2ncn3Cc2ccccc2)c1

The main list resumes with the 5 entries that preceded the break.
TbREL1 inh | molecule
2 | Cn1cnnc1SCC(=O)N(Cc1ccc2c(c1)OCO2)C1(C(=O)NC2CCCCC2)CCCC1
-5 | Cc1ccc(CNC(=O)C(=O)NCC2OCCCN2S(=O)(=O)c2cccs2)cc1 (stereo not drawn)
2 | Cc1ccc(C)c(NC(=O)c2cc(-c3cccnc3)nc3ccccc23)c1
-1 | COc1ccc(OC(=O)c2cccc(S(=O)(=O)N3CC(C)OC(C)C3)c2)cc1 (stereo not drawn)
1 | Oc1cccc(/C=N/Nc2ncnc3c2ncn3Cc2ccccc2)c1
0 | C#CCNC(=O)C[C@@H]1C[C@]2(C(=O)OCC)CCC3=C2N(CCC3)C1=O
3 | O=C1CC(NCc2ccncc2)C(=O)N1c1ccc(Cl)cc1 (stereo not drawn)
8 | CC(C)Sc1cc(N2CCOCC2)nc(-c2ccccc2)n1
-6 | CCOC(=O)c1c(NC(=O)C(C)Sc2nnc(C)c(=O)[nH]2)sc2c1CCCC2 (stereo not drawn)
-4 | COc1ccc(C)cc1N(CC(=O)NC1CCCC1)C(=O)Cn1nnc(-c2ccc(C)o2)n1
6 | COc1ccc(CCc2nc(C)ccc2O)cc1
1 | Cc1ccc(S(=O)(=O)Nc2nc3ccccc3nc2N2CCc3ccccc3C2)cc1
-2 | CC(C)(C)OC(=O)C[C@@H]1C/C=C\C[C@@H](CC(=O)NCCO)C(=O)N[C@H](Cc2ccccc2)COC1=O
-1 | Cn1nc(-c2ccc(Cl)cc2)c2cc(C(=O)NC3CC3)sc21
6 | O=C(Nc1ccccc1N1CCN(C(=O)c2ccc(Cl)cc2)CC1)c1ccc2c(c1)OCO2
1 | Cc1noc(C)c1COc1ccc(C(=O)NCCOc2ccccc2)cc1
-1 | CCc1noc(C)c1C(=O)NCCc1ccccc1
-4 | CC(C)(N[C@@H](Cc1c[nH]c2ccccc12)C(=O)NCC(c1ccccc1)c1ccccc1)C(=O)NC1CCCCC1
0 | Cc1ccc(S(=O)(=O)N2CCOCC2)cc1NC(=O)COc1cccc(-n2cnnn2)c1
0 | COC(=O)C1=C(C)OC(N)=C(C#N)C1c1ccc(OC)c(OC)c1OC (stereo not drawn)
4 | CC1(C)CC(=O)C(=C2SCCCS2)C(=O)C1
5 | COc1ccc(CNC(=O)[C@H](C)[C@@H]2C[C@@]2(C)[C@@H](NC(=O)OCc2ccccc2)c2ccccc2)cc1OC
1 | COc1ccc(C2C(C(C)=O)=C(O)C(=O)N2CCc2ccccc2)c(OC)c1 (stereo not drawn)
-3 | COc1ccc(/C=C(\NC(=O)c2cccs2)C(=O)Nc2cccc3ccccc23)cc1OC
3 | COc1cccc(CNC(=O)C2CCN(S(=O)(=O)c3ccc(Br)s3)CC2)c1
4 | CC(C)c1cc(C(=O)N2CCCC(C(=O)c3ccc4ccccc4c3)C2)on1 (stereo not drawn)
-2 | Cn1c(-c2ccc(F)cc2)cnc1NCc1ccc(F)cc1
7 | O=C(Nc1cccc(C(=O)Nc2ccc(F)cc2F)c1)c1ccccc1
-1 | COc1cc(CCC(=O)Nc2nnc(-c3cccnc3)s2)cc(OC)c1OC
7 | COc1ccc(NC(=O)CCCC(=O)OCC(=O)c2cccc(OC)c2)cc1
1 | CCOc1ccc(S(=O)(=O)NC2CCCC2)cc1C
-2 | CSc1nc(SCC(=O)O)c2c3c(sc2n1)COC(C)(C)C3
-3 | O=C(N[C@H](Cc1ccccc1)C(=O)NCCCc1ccccc1)[C@H]1O[C@@H](n2ccc(=O)[nH]c2=O)[C@H](O)[C@@H]1O
0 | O=C(Cn1nc(Cc2ccncc2)c2ccccc2c1=O)N1CCc2ccccc2C1
1 | Cc1ccccc1NC(=O)CSc1nc2ccccc2o1

Look-ups from the entries so far.
Value for Cc1ccc(S(=O)(=O)Nc2nc3ccccc3nc2N2CCc3ccccc3C2)cc1 in TbREL1 inh: 1
Value for C#CCNC(=O)C[C@@H]1C[C@]2(C(=O)OCC)CCC3=C2N(CCC3)C1=O in TbREL1 inh: 0
Value for Cc1ccccc1NC(=O)CSc1nc2ccccc2o1 in TbREL1 inh: 1
Value for CCOC(=O)c1c(NC(=O)C(C)Sc2nnc(C)c(=O)[nH]2)sc2c1CCCC2 (stereo not drawn) in TbREL1 inh: -6
Value for O=C(N[C@H](Cc1ccccc1)C(=O)NCCCc1ccccc1)[C@H]1O[C@@H](n2ccc(=O)[nH]c2=O)[C@H](O)[C@@H]1O in TbREL1 inh: -3
Value for CC(C)(C)OC(=O)C[C@@H]1C/C=C\C[C@@H](CC(=O)NCCO)C(=O)N[C@H](Cc2ccccc2)COC1=O in TbREL1 inh: -2
Value for Cc1ccc(S(=O)(=O)N2CCOCC2)cc1NC(=O)COc1cccc(-n2cnnn2)c1 in TbREL1 inh: 0

(list continues)
TbREL1 inh | molecule
1 | CCOC(=O)c1ccc(-c2c(-c3ccccc3OC)oc3ccccc23)cc1F
-1 | COc1ccc(NC(=O)c2[nH]c(C)c(C(C)=O)c2C)cc1S(=O)(=O)N1CCOCC1
1 | CC(NC(=O)CSc1ccccc1C(=O)O)C1CC2CCC1C2 (stereo not drawn)
1 | O=C(CC(c1ccccc1)(c1ccccc1)c1ccccc1)N[C@@H](Cc1ccccc1)C(=O)O
-4 | CC(C)NC(=O)CSc1nnc(COc2ccccc2Cl)o1
-2 | CC(C)(C)N(CC(=O)NC1CCCCC1)C(=O)CS(=O)CC(=O)Nc1ccc(F)cc1 (stereo not drawn)
-3 | Cc1nc(CS(=O)(=O)c2ccc(Cl)cc2)sc1C(=O)O
-1 | CN(C)S(=O)(=O)c1cccc(NC(=O)Cc2ccsc2)c1
1 | Cc1nnc(SC(C)C(=O)c2c[nH]c3ccccc23)n1C1CC1 (stereo not drawn)
2 | O=C1CC(N2CCN(S(=O)(=O)c3ccccc3)CC2)C(=O)N1c1ccccc1 (stereo not drawn)
11* | CC(C)c1cc(C(=O)NCCc2ccccc2)no1
1 | COc1ccc(C)cc1NC(=O)CN1C(=O)c2ccccc2S1(=O)=O
11* | COCCCNCCCOc1ccc(Cl)cc1Br
2 | COc1ccc2c(c1)N=C(c1[nH]c3ccccc3c1CCN1C(=O)c3ccccc3C1=O)[C@]2(O)CCN1C(=O)c2ccccc2C1=O
4 | O=C(NCc1cccc(F)c1)c1ccc2nc(N3CCOCC3)sc2c1
8 | COc1ccc(/C=C2\C(=O)NC(=O)c3ccccc32)cc1OC
-1 | CC(C)Cc1nnc(NC(=O)C2CSC3(C)CCC(=O)N23)s1 (stereo not drawn)
-4 | COC(=O)[C@]12C[C@H](CC(=O)N3CCCC3)C(=O)N(Cc3ccco3)C1=C[C@H](C1CCCC1)O[C@@H]2C
4 | CCOC(=O)c1c(-c2ccc(C)cc2)csc1/N=C/N(C)C
5 | O=C(N[C@@H](Cc1ccccc1)C(=O)OCc1ccccc1)c1nc[nH]c1C(=O)NC1CCNCC1
-4 | CCOCCCNC(=S)N1CCCN(c2nc3cc(C)cc(C)c3cc2C#N)CC1
2 | C=CCN(C(=O)[C@@H](C)[C@@H](O)c1ccc(Cl)cc1)c1ccccc1
-3 | C=CCNC(=S)NNC(=O)C(CCC(C)C)CC(C)(C)O (stereo not drawn)
0 | CCOC(=O)/C=C/C(=O)OCC(=O)Nc1ccc(C)cc1
2 | O=C(NCCCN1CCCC1=O)c1ccc(NS(=O)(=O)c2cccc([N+](=O)[O-])c2)cc1
0 | Cc1ccc(S(=O)(=O)NCc2ccccc2)cc1C(=O)NC(C)c1ccc(S(N)(=O)=O)cc1 (stereo not drawn)
0 | c1ccc(-c2ccc(OCCCn3cncn3)cc2)cc1
-3 | COc1cccc(C2=NO[C@@H]3C(=O)N(Cc4ccccc4)C(=O)[C@H]23)c1OC
-1 | CC(=O)c1ccc(-c2nnc(CCC(=O)N3CCCC(C(=O)CC(C)C)C3)o2)s1 (stereo not drawn)
4 | OCCC1CCCCN1CC(O)COCc1ccc(Cl)cc1 (stereo not drawn)

TbREL1 inh | molecule
0 | CN(C)c1ccc(C(=O)c2ccc(N(C)C)c3ccccc23)cc1
-4 | COc1ccc(S(=O)(=O)N2CCOCC2)cc1NC(=O)CCNC(=O)c1ccc([N+](=O)[O-])cc1
-6 | COc1ccc(C(=O)/C=C/NCc2ccc(C)cc2)cc1
-1 | COc1ccc(-n2ncc(C(=O)NC3CC3)c2C2CCN(C(=O)OC(C)(C)C)CC2)cc1
6 | Cn1c(CCC(=O)Nc2ccc(F)cc2)nc2cc(S(=O)(=O)N3CCOCC3)ccc21
-2 | CN(C)c1cc2c(c(N(C)C)c1)C(=O)c1ccccc1C2=O
2 | CN(C(=O)c1cccs1)C1(C)CCS(=O)(=O)C1 (stereo not drawn)
1 | Brc1ccc(-c2cn3c(n2)CCc2ccc4cccnc4c2-3)cc1
-1 | CCN1CCN(CCCNC(=O)CNC(=O)c2nn(-c3ccc(OC)cc3)c(=O)c3ccccc23)CC1
2 | CCOC(=O)C1=C(C)NC2=C(C(=O)CC(C)(C)C2)C1c1ccc2c(c1)OCO2 (stereo not drawn)
-1 | COCCCNC(=S)NNC(=O)c1ccoc1C
-1 | Nn1c(SCC(=O)Nc2ccccc2-c2ccccc2)nnc1-c1cc(-c2ccc(F)cc2)n[nH]1
0 | CCc1ccc(N(CC(=O)NC2CCCC2)C(=O)CCC(=O)Nc2cc(C)on2)cc1
-1 | CCc1ccc(CN2C(=O)c3ccccc3C2C(=O)NCC2CCCO2)cc1 (stereo not drawn)
1 | CCOC(=O)c1sc(Nc2ccccc2Cl)nc1C
-1 | COCCN(C(=O)CN1CCc2ccccc2C1)c1c(N)n(Cc2ccccc2)c(=O)[nH]c1=O
-1 | CCCCn1c(N)c(N(CCOC)C(=O)c2cccc(OCc3ccccc3)c2)c(=O)[nH]c1=O
-1 | O=C(c1ccc(F)cc1)N1CCN(C2CC3CCC2C3)CC1 (stereo not drawn)
1 | COc1ccc(CCN2C(=O)C(Oc3ccccc3C)C2c2ccc3c(c2)OCO3)cc1 (stereo not drawn)
3 | Cn1c(=O)c(=O)n(C)c2cc(S(=O)(=O)N3CCC(Cc4ccccc4)CC3)ccc21
5 | COc1ccc2nc3oc(C(=O)NCc4cccs4)cc3cc2c1
-1 | COc1cccc(C(=O)OCC(=O)Nc2sc3c(c2C(N)=O)CCC3)c1O
4 | CC(C)OC(=O)C(CC(=O)O)N1CCOCC1 (stereo not drawn)
-1 | O=C(N[C@@H](Cc1cccnc1)C(=O)N1CCC[C@H]1C(=O)NC1CCCC1)c1ccc(Cl)c(Cl)c1
0 | O=C(O)c1ccc(NS(=O)(=O)c2ccc(Cl)c(C(=O)Nc3ccccc3[N+](=O)[O-])c2)cc1
2 | COc1ccccc1/C=C/C=N/NC(=O)Cc1cccs1
-2 | COc1ccccc1CN(C)CC(=O)Nc1cccc2ccccc12
-3 | CC(=O)Nc1ccc(SC[C@H](CC(C)C)N2CCN(CCc3ccccc3)CCC2=O)cc1
0 | COCCNC(=O)CN1C(=O)NC2(CCOc3ccccc32)C1=O (stereo not drawn)
0 | Cn1nc(-c2ccc(C(=O)N3CCN(CCO)CC3)cc2)c2ccccc2c1=O
